High-throughput results (PubChem BioAssay)
SR-BI HDL uptake: inhibitors of mouse SR-BI mediated HDL lipid uptake. Q61009. ldlA[mSR-BI] CHO cells, DiI-HDL uptake fluorescence, 3 h. inhibition, % at 12.5 µM. 320,000 compounds, 0.96% hits. AID 488896;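 active = mean replicate inhibition of at least 70% and a set share of replicates each scoring 70 or more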;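 note: 0% = median of neutral control wells and 100% = median of positive control wells; values of inactives mirror those of a sister screen read the other way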
Target sequence (Q61009 whole entry, looked up): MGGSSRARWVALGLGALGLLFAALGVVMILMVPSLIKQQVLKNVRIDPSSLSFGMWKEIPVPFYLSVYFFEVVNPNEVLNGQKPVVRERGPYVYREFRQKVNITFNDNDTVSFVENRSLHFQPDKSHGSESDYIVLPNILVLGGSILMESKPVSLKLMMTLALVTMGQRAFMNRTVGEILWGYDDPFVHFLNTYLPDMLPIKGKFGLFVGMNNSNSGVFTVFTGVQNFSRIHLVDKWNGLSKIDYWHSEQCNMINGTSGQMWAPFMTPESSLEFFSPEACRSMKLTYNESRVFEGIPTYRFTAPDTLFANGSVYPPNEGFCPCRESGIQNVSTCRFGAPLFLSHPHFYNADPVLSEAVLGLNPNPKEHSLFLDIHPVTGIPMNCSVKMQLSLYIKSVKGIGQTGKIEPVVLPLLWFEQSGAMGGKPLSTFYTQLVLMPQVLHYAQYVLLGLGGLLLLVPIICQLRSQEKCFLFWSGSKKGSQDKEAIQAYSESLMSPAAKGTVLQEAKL
LANA DNA inh: KSHV C-LANA DNA binding inhibition; inhibition, % at 9 µM; 340,000 compounds, 0.078% hits; MBP-C-LANA/FAM-LBS DNA binding, fluorescence polarization;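 active = highest replicate inhibition at or above 60% at 9 µM, even if other replicates fall short; inactive = all replicates below 60% inhibition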;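 note: 0% = neutral control wells and 100% = 4 µM acridine orange control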
Arr AP2 block: human beta-arrestin and AP2 interaction inhibition | FITC-arrestin peptide / GST-AP2 beads, flow cytometry; AP2 beta2 appendage carries R879A mutation | inhibition, % at 10 µM | 340,000 compounds, 0.31% hits;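 active = inhibition above a set limit, near 3 SD of compounds lacking own fluorescence, cut at about 54% in these data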;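 note: plate controls were DMSO wells for no effect and 5 µM unlabelled arrestin peptide for full effect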
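Measured by: flow cytometry, FL1 (488/535 nm); Material: AP2 appendage R879A on GSH beads; Evaluation: percent response; Timing: pre-incubation 12 min, peptide binding 1 h, room temperature; Also added: 50 nM FITC-arrestin peptide; Medium: PBS with 0.05% Tween 20 and 0.1% BSA.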
PvdQ inh: P. aeruginosa PvdQ acylase inhibition; inhibition, % at 10 µM; purified PvdQ acylase, fluorescence plate reader; 340,000 compounds, 0.063% hits; in the data active = inhibition above about 30%, passing the limit was not always enough;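 note: 0% = vehicle neutral wells and 100% = reference inhibitor wells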
SR-BI DiI-HDL act: enhances SR-BI lipid uptake from DiI-HDL; AID 504775; 320,000 compounds, 0.096% hits; activation, % at 12.5 µM; CHO ldlA[mSR-BI] cells, DiI-HDL uptake fluorescence, 3 h; 100 = double the neutral-control signal;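 active = mean replicate activation of at least 60% and every replicate at or above 60%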;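 note: 0% = median plate neutral-control signal and 100% = twice that signal; values of inactives mirror those of a sister screen read the other way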
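Test system: SR-BI-overexpressing, LDLR-lacking CHO cells; Medium: Ham's F12 with 0.5% BSA, HEPES 25 mM, pH 7.4; Schedule: 3 h, 37 °C; Technique: bottom-read fluorescence, 550/595 nm.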
Cardiac RTF inh: cardiac RTF calcium desensitization; P19429+P45379; 340,000 compounds, 0.12% hits; IANBD-labeled cardiac RTF, Ca2+ fluorescence; inhibition, % at 7.15 µM;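 active = inhibition above the mean inhibition of all tested compounds plus 3 SD, cut at about 17% in these data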;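 note: assay run at fixed EC70 calcium of 1.6 mM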
DAGLB inh: diacylglycerol lipase beta (human) inhibition | HEK293T DAGLB membrane lysate, EnzChek fluorogenic substrate | inhibition, % at 5.17 µM | 340,000 compounds, 0.059% hits; in the data active = inhibition above about 34%;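 note: 0% = enzyme with vehicle and 100% = wells lacking enzyme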
PKA-R2B act: activates the human PKA-R2B holoenzyme complex. P22694+P31323. PKA-R2B holoenzyme dissociation, Cy5-IP20 fluorescence polarization; R2B truncated from residue 108, S112A mutant; 0% DMSO only, 100% 113 µM cGMP. activation, % at 11.4 µM. 340,000 compounds, 0.079% hits;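 active = activation above a cutoff set at the mean over all compounds plus 3 SD, cut at about 18% in these data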;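 note: higher means more holoenzyme dissociation and a rise in polarization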
Target sequence (P31323 whole entry, looked up, other chains not shown, the tested form may be a part): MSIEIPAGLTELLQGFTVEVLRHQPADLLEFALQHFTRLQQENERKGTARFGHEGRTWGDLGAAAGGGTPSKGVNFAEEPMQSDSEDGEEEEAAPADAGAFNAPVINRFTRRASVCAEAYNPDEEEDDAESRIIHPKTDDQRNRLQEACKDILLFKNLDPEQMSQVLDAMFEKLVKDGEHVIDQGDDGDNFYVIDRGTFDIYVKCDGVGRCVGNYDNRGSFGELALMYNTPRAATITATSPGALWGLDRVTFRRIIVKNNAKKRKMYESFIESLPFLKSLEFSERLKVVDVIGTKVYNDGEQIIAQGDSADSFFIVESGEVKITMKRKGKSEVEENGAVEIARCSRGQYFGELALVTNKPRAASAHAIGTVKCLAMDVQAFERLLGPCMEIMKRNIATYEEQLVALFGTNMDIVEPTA
NSD2 HMT inh: blocks human histone methyltransferase NSD2. AID 743445. 310,000 compounds, 0.54% hits. inhibition, % at 12.5 µM. NSD2 peptide methylation, AlphaScreen, 120 min; in the data active = inhibition above about 50%
Keap1 Nrf2 FP: Keap1-Nrf2 (human) interaction inhibition; Q14145; Keap1 Kelch-Nrf2 peptide fluorescence polarization, 1536-well; inhibition, % at 9.4 µM; 340,000 compounds, 0.15% hits; in the data active = inhibition above about 12%;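 note: human Keap1 Kelch domain with fluorescein labeled Nrf2 9mer peptide probe; 0% = neutral control wells and 100% = peptide positive control; higher means more block of Keap1 binding to Nrf2 peptide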
Starred values were filed as active, the others as inactive; · = not tested or not shown.

SMILES	SR-BI HDL uptake	LANA DNA inh	Arr AP2 block	PvdQ inh	SR-BI DiI-HDL act	Cardiac RTF inh	DAGLB inh	PKA-R2B act	NSD2 HMT inh	Keap1 Nrf2 FP
O=C(Cn1c(NCCCO)nc2ccccc21)c1ccc(Cl)cc1	11	-0.6	9	3	-11	-2	-3	9	-2	5
O=C(Nc1cccc2ccccc12)c1ccc([N+](=O)[O-])cc1	17	-2.3	9	-13	-17	-4	-2	1	-3	-4
Cn1c(SCC(=O)N2CCCCCC2)nnc1-c1ccco1	-9	-1.3	8	12	9	9	-1	-1	-1	1
COc1ccc(CCNCC(C)c2ccccc2)cc1 (centres undefined)	-8	2.0	9	-20	8	-9	0	6	19	1
Cn1c(=O)[nH]c(=O)c2c1nc(CN1CCOCC1)n2Cc1ccccc1	-11	1.4	18	1	11	3	1	-15	-3	2
C/C=N/NC(=O)CCCC(=O)N/N=C/C	-53	1.3	4	-17	53	-2	0	-5	0	3
O=C(CCC(=O)NC1CCCCC1)NCc1ccc(F)cc1	0	0.3	-9	-19	0	1	2	0	-3	0
O=C(NCc1cccnc1)NC(=O)c1ccc(Cl)cc1	-5	-1.1	4	-13	5	-4	2	-5	0	-5
CCOC(=O)Cc1csc(NC(=O)CSc2ccc(Br)cc2)n1	-26	0.2	6	-16	26	-6	-2	-11	-1	-3
CCCN(CCC)CCNC(=O)CS(=O)Cc1nc(-c2ccc(C)cc2)oc1C (centres undefined)	-19	-1.3	-17	-8	19	-2	-1	7	11	-4
CC(CCc1ccco1)NC(=O)c1cccc2c1C(=O)N(C1CCCCC1)C2 (centres undefined)	17	0.9	19	-9	-17	-6	-12	-17	·	-3
O=C(CCN1C(=O)c2ccncc2C1=O)Nc1cc(F)ccc1F	·	-0.6	-6	-8	·	-2	-3	-12	-1	-4
COc1ccc(OC)c(S(=O)(=O)Nc2c(C)n(C)n(-c3ccccc3)c2=O)c1	-6	-1.1	-16	-18	6	-1	-2	-3	-1	0
CC1(C)Cc2c(c(N3CCOCC3)nc3sc4c(NCc5ccccc5)nnnc4c23)CS1	47	1.0	-3	-1	-47	2	-2	-16	-2	-2
CCCCn1nc(NC(=O)CC(C)C)c2cc3cc(OC)ccc3nc21	54	-0.7	7	-8	-54	-6	-1	-2	-3	-2
CC(=O)NCC(=O)N[C@@H](CC(=O)OCc1ccccc1)C(=O)OCc1ccccc1	4	-7.4	6	-17	-4	5	1	-1	28	-1
N/C(Cc1ccc(Cl)cc1Cl)=N\OC(=O)c1cccs1	-3	1.4	1	-10	3	-2	-14	-6	1	0
CCNC(=O)NC1c2ccccc2CSc2ccccc21 (centres undefined)	3	2.6	10	-6	-3	-8	-3	-1	-1	6
COc1cc(NC(=S)Nc2ccc(N(C)C(C)=O)cc2)cc(OC)c1	37	1.7	13	6	-37	-8	-2	-2	0	-1
O=C(CSc1nnc(-c2ccccn2)n1Cc1ccco1)c1ccc(Cl)cc1	8	1.9	-5	-2	-8	-1	-1	2	4	-4

Part of the list above, bar-delimited:
compound | SR-BI HDL uptake | LANA DNA inh | Arr AP2 block | PvdQ inh | SR-BI DiI-HDL act | Cardiac RTF inh | DAGLB inh | PKA-R2B act | NSD2 HMT inh | Keap1 Nrf2 FP
CC(=O)NCC(=O)N[C@@H](CC(=O)OCc1ccccc1)C(=O)OCc1ccccc1 | 4 | -7.4 | 6 | -17 | -4 | 5 | 1 | -1 | 28 | -1
CC1(C)Cc2c(c(N3CCOCC3)nc3sc4c(NCc5ccccc5)nnnc4c23)CS1 | 47 | 1.0 | -3 | -1 | -47 | 2 | -2 | -16 | -2 | -2
CCCCn1nc(NC(=O)CC(C)C)c2cc3cc(OC)ccc3nc21 | 54 | -0.7 | 7 | -8 | -54 | -6 | -1 | -2 | -3 | -2
COc1cc(NC(=S)Nc2ccc(N(C)C(C)=O)cc2)cc(OC)c1 | 37 | 1.7 | 13 | 6 | -37 | -8 | -2 | -2 | 0 | -1
O=C(CCN1C(=O)c2ccncc2C1=O)Nc1cc(F)ccc1F | · | -0.6 | -6 | -8 | · | -2 | -3 | -12 | -1 | -4
O=C(CSc1nnc(-c2ccccn2)n1Cc1ccco1)c1ccc(Cl)cc1 | 8 | 1.9 | -5 | -2 | -8 | -1 | -1 | 2 | 4 | -4

The listing continues.
SMILES	SR-BI HDL uptake	LANA DNA inh	Arr AP2 block	PvdQ inh	SR-BI DiI-HDL act	Cardiac RTF inh	DAGLB inh	PKA-R2B act	NSD2 HMT inh	Keap1 Nrf2 FP
CCOCCCNC(=O)/C(C#N)=C/c1cc(OC)c(O)c([N+](=O)[O-])c1	0	0.8	-21	0	0	-6	3	-2	6	2
C/C(=N\OCC(=O)Nn1c(=O)[nH]c2ccccc2c1=O)c1ccccc1	-1	1.4	-13	-14	1	-2	1	-1	2	5
O=C(NCCCO)NC12CC3CC(CC(C3)C1)C2	-18	-0.2	2	-10	18	-6	0	-4	6	-4
Cc1ccn(CCC(=O)Nc2ccc(-c3ccno3)cc2)n1	14	0.4	1	-9	-14	-2	-1	-6	-3	1
CC1CCC(NC(=O)CC2Oc3ccccc3NC2=O)CC1 (centres undefined)	-9	0.3	-8	-9	9	-1	0	-1	·	-4
COc1ccc(NC(=O)Nc2cccc(OC)c2)cc1	-8	-0.4	1	8	8	0	1	-11	·	1
Cc1cccc(C)c1NC(=O)CN(C)C(=O)CCC(=O)N1CCOCC1	-9	1.0	-7	-11	9	0	-1	-6	1	2
O=C(c1ccc(OC2CCN(CCO)CC2)cc1)N1CCCC1	6	-0.4	24	-4	-6	-7	-1	2	1	-3
COc1ccc2cc3cc(C(=O)Nc4ccccc4N4CCN(C)CC4)oc3nc2c1	-20	1.6	5	-5	20	-6	-3	-5	·	3
CCN(CC)C(=S)Nc1ccc([N+](=O)[O-])cc1	-7	1.5	3	-7	7	-2	2	-5	0	-1
O=C(c1ccco1)N1CCN(C(c2coc3ccc(Cl)cc3c2=O)c2nnnn2C2CCCC2)CC1 (centres undefined)	15	1.7	-9	-7	-15	-9	6	7	-8	-4
CCC(c1nnnn1Cc1ccc2c(c1)OCO2)N1CCN(CC)CC1 (centres undefined)	-25	-0.7	3	-5	25	1	-2	2	6	-1
COc1cnc(-c2ccccn2)nc1Oc1cccc(Cl)c1	11	1.1	-8	1	-11	-4	-1	-14	6	1
Cc1occc1C(=O)Nc1nccs1	-9	1.2	14	-11	9	-6	1	17	1	2
O=C(NCCN1CCOCC1)Nc1ccc(F)cc1	-26	-1.8	44	5	26	-12	-1	2	0	-1
CN(CC(=O)Nc1cccc(F)c1)CC(=O)Nc1cccc(S(N)(=O)=O)c1	·	0.1	7	-13	·	-9	-3	4	·	-4
C[C@@H]1CN([C@@H](C)CO)C(=O)c2cccc(NC(=O)Nc3ccc(F)cc3)c2O[C@@H]1CN(C)Cc1ccc(Oc2ccccc2)cc1	-8	-0.2	-4	-3	8	7	1	-18	·	4
Cc1cc(NC(=O)CSc2c[nH]c3ccccc23)no1	35	-1.5	3	-12	-35	-11	-1	5	-1	-3
Nc1nonc1-n1nnc(C(=O)N/N=C/c2cccc(F)c2)c1CN1CCCC1	·	-3.7	9	-8	·	-6	0	-2	·	1
O=C(NCCN1CCN(S(=O)(=O)c2ccccc2)CC1)C(=O)Nc1ccc(F)cc1	·	1.0	27	-1	·	5	1	-1	34	0

Copied from the list.
Value for C[C@@H]1CN([C@@H](C)CO)C(=O)c2cccc(NC(=O)Nc3ccc(F)cc3)c2O[C@@H]1CN(C)Cc1ccc(Oc2ccccc2)cc1 in DAGLB inh: 1
Value for O=C(c1ccco1)N1CCN(C(c2coc3ccc(Cl)cc3c2=O)c2nnnn2C2CCCC2)CC1 (centres undefined) in Arr AP2 block: -9

(further entries)
SMILES	SR-BI HDL uptake	LANA DNA inh	Arr AP2 block	PvdQ inh	SR-BI DiI-HDL act	Cardiac RTF inh	DAGLB inh	PKA-R2B act	NSD2 HMT inh	Keap1 Nrf2 FP
O=C(NC1CCSc2ccccc21)c1c(F)cccc1Cl (centres undefined)	4	-1.9	4	-5	-4	4	-1	-4	-10	-4
CC(/C=C1\SC(=S)N(CCC(=O)Nc2ccc(O)cc2)C1=O)=C\c1ccccc1	65	1.9	-17	-2	-65	-3	-4	6	0	5
CCc1nnc(NC(=O)c2cccc(OC)c2)s1	3	1.9	27	-12	-3	-14	2	-16	·	-2
CS(=O)(=O)N1CCC(C(=O)Nc2ccc(Oc3ccccc3)cc2)CC1	2	-0.1	11	6	-2	-13	-1	6	-2	-2
COCCNC(=O)C(c1ccc(C)cc1)N(CCOC)C(=O)CCC(=O)Nc1nccs1 (centres undefined)	·	-0.2	0	-11	·	-14	-1	3	12	-3
COc1cccc(C(=O)Cn2c(Br)nc3c2c(=O)n(C)c(=O)n3C)c1	20	0.1	0	2	-20	6	0	-7	-3	-5
COCCN1CCN(c2c3c(nc4cc(-c5cccc(F)c5)nn24)CCC3)CC1	·	-2.1	-1	-6	·	1	0	2	0	1
O=C(NCc1csc(-c2cccs2)n1)C1CCC1	-13	-1.3	-3	-10	13	-6	-1	5	-5	-7
CCOC(=O)c1cc(OC(=O)c2ccccc2Br)n(-c2ccccc2)n1	-11	-1.4	5	-15	11	-7	1	-6	1	-4
CC(=O)NS(=O)(=O)c1ccc(NC(=O)c2ccc3c(c2)NC(=O)CS3)cc1	4	4.1	1	-3	-4	-5	2	6	0	2
c1ccc(-c2csc(=Nc3cccnc3)n2CC2CCCO2)cc1 (centres undefined)	14	1.6	-8	-24	-14	-30	-1	-7	4	-6
CC1CCCN(C(=O)COC(=O)C2CCN(S(=O)(=O)c3c(Cl)cccc3Cl)CC2)C1 (centres undefined)	55	1.3	2	-5	-55	-1	-2	-4	0	1
O=C(CN1CCCc2ccccc21)Nc1cc(S(=O)(=O)N2CCCC2)ccc1Cl	30	-0.2	-13	-16	-30	-17	-3	2	-1	-6
Cc1ccc(CC(=O)Nc2ccc(S(=O)(=O)N3CCOCC3)cc2)cc1	8	-0.8	-3	17	-8	1	-6	2	-2	5
CC1CCN(c2ccc(NC(=O)Cn3c(=O)oc4ccccc43)cc2)CC1	-21	-2.0	11	-5	21	-3	1	8	1	0

Random draw from the library; any-hit rate near 2.1%.
